LYPLA2 counter: LYPLA2 (human) inhibition in PME1 counter-screen; recombinant LYPLA2, FP-Rh probe fluorescence polarization; 320,000 tested, 0.38% active; inhibition, % at 5.9 µM; O95372; AID 2177;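 active means inhibition above the screen-wide mean plus 3 SD, limit set per campaign, cut at about 26% in these data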;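 further: 0% = LYPLA2 with DMSO and 100% = wells lacking LYPLA2 enzyme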
PAD4 FP inh: inhibitors of human PAD4; 330,000 tested, 0.41% active; inhibition, % at 6.36 µM; recombinant PAD4, RCA probe fluorescence polarization; Q9UM07;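 active means percent inhibition above a cutoff equal to the mean of all tested compounds plus 3 SD, cut at about 15% in these data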;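 further: 0% = PAD4 with RCA probe and DMSO and 100% = probe without PAD4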
LYPLA1 inh: blocks human lysophospholipase 1, a PME1 counter-screen; inhibition, % at 5.9 µM; O75608; 320,000 tested, 0.16% active; recombinant LYPLA1, FP-Rh probe fluorescence polarization;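 active means inhibition above the mean of all tested compounds plus 3 SD, set per campaign, cut at about 14% in these data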;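 further: inhibitors block serine hydrolase probe labeling of LYPLA1 so polarization falls; 0% = enzyme with DMSO and 100% = wells lacking LYPLA1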
Target sequence (O75608 whole entry, looked up): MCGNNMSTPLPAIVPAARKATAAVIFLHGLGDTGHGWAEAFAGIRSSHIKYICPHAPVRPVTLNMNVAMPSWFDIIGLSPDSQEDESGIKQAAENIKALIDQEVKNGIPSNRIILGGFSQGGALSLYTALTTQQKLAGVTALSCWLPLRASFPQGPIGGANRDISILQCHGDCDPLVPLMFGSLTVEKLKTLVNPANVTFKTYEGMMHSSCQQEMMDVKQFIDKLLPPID
PAFAH1B3 FP inh: inhibitors of human PAFAH1B3. inhibition, % at 3.39 µM. recombinant PAFAH1B3, FP-rhodamine probe, fluorescence polarization. Q15102. AID 492972. 340,000 tested, 0.28% active;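 active means inhibition above the screen-wide average of all tested compounds plus 3 SD, cut at about 25% in these data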;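 further: 0% = enzyme with DMSO only and 100% = wells lacking PAFAH1B3 protein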
Target sequence (Q15102 whole entry, looked up): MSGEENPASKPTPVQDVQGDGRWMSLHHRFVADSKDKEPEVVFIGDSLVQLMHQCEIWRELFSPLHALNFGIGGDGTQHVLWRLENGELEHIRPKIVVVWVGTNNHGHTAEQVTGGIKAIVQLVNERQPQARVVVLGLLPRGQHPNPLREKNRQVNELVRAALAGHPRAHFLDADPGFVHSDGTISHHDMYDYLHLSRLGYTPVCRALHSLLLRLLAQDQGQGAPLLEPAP
pPAFAH FP inh: pPAFAH (human) enzyme inhibition | Q13093 | recombinant pPAFAH, FP-rhodamine probe fluorescence polarization | inhibition, % at 3.39 µM | 330,000 tested, 1.5% active | AID 463082;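 active means inhibition above the mean inhibition across the screen plus 3 SD, cut at about 25% in these data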;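 further: inhibitors block binding of the rhodamine activity-based probe so polarization drops; 0% = enzyme with DMSO and 100% = wells lacking pPAFAH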
GSTO1 counter: counter-screen for RBBP9 inhibitors: inhibitors of human GSTO1 | AID 1974 | P78417 | recombinant GSTO1, activity-based probe fluorescence polarization | inhibition, % at 5.96 µM | 300,000 tested, 1.1% active;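 active means inhibition above the campaign mean inhibition plus 3 SD, cut at about 35% in these data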;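 further: 0% = GSTO1-1 with DMSO and 100% = wells lacking GSTO1-1 enzyme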
Target sequence (P78417 whole entry, looked up): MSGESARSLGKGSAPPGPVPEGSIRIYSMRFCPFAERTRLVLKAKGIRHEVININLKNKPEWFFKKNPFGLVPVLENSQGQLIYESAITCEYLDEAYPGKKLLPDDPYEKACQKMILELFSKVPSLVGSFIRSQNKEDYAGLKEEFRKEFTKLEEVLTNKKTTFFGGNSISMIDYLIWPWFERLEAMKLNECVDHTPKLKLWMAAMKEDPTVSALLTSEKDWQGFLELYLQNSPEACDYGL
PAFAH2 inh: PAFAH2 (human) inhibition; inhibition, % at 3.39 µM; recombinant PAFAH2, FP-rhodamine activity probe, fluorescence polarization; AID 492956; Q99487; 340,000 tested, 0.99% active;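 active means inhibition above the mean over all tested compounds plus 3 SD, cut at about 30% in these data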;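 further: inhibitors block probe labeling of enzyme so polarization drops; 0% = enzyme with DMSO and 100% = wells lacking PAFAH2 protein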
PAFAH1B2 inh: PAFAH1B2 (human) inhibition; inhibition, % at 3.39 µM; AID 492953; 340,000 tested, 1.2% active; recombinant PAFAH1B2, FP-rhodamine activity probe, fluorescence polarization; P68402;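 active means inhibition above the mean of all tested compounds plus 3 SD, cut at about 24% in these data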;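 further: 0% = enzyme with DMSO and 100% = wells lacking PAFAH1B2; many of its hits are not listed in these tables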
Target sequence (P68402 whole entry, looked up): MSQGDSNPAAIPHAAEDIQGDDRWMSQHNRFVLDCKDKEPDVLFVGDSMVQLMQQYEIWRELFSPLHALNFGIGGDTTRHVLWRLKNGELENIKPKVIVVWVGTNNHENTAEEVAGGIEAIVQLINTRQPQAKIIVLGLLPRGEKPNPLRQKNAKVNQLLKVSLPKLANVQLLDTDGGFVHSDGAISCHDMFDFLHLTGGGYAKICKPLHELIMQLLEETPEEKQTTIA
PME-1 inh: blocks human protein phosphatase methylesterase 1. 320,000 tested, 0.53% active. Q9Y570. inhibition, % at 5.9 µM. recombinant PME-1, FP-Rh probe fluorescence polarization;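 active means inhibition above the campaign mean of all compounds plus 3 SD, cut at about 26% in these data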;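 further: competitive labeling of PME-1 active site by serine hydrolase directed probe; 0% = PME-1 with DMSO and 100% = wells lacking PME-1 enzyme; inhibitors block probe labeling so polarization falls and inhibition rises; many of its hits are not listed in these tables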
Starred values were filed as active, the others as inactive; · = no result given. Only part of the results is shown, so the mix of outcomes need not match the whole.

1: COc1ccc(C(=O)NCc2c(CC(C)C)oc(C)c2C(=O)O)cc1
2: O=C(O)CCCNS(=O)(=O)Cc1ccccc1
3: Cc1ccc(S(=O)(=O)N(C)CC(=O)O/N=C(\N)c2cccc([N+](=O)[O-])c2)cc1
4: COc1cccc(C(=O)CN2CCN(S(=O)(=O)c3cccc([N+](=O)[O-])c3)CC2)c1
5: COc1ccc(S(=O)(=O)N2CCCCCC2)cc1C(=O)N(C)CC(=O)Nc1ccc(Cl)c(Cl)c1
6: COC(=O)c1ccc(/C=C/c2c(-c3ccsc3)oc3ccc(N4CCOCC4)cc23)cc1
7: CCOc1ccccc1N(C(=O)c1ccccc1Cl)C1=NC(C)(C)CS1
8: O=C1N[C@H](C(=O)O)CS1
assay / entry,1,2,3,4,5,6,7,8
LYPLA2 counter,5,4,22,-5,-10,-1,6,1
PAD4 FP inh,-4,3,2,-7,4,-1,-2,-1
LYPLA1 inh,3,2,1,-3,-6,0,4,0
PAFAH1B3 FP inh,0,9,4,-8,-1,3,4,·
pPAFAH FP inh,2,-1,6,4,18,-2,0,1
GSTO1 counter,-12,1,4,3,-8,-3,-3,3
PAFAH2 inh,-4,2,-7,1,10,0,7,·
PAFAH1B2 inh,-4,6,4,0,-3,1,-1,·
PME-1 inh,-1,1,1,-3,-14,8,1,4

9: CCCc1nc(SCc2cccnc2)c2c(=O)n(C)c(=O)n(C)c2n1
10: CC(=O)Nc1c(Cl)cnn(-c2ccccc2)c1=O
11: CCS(=O)(=O)NC(C)C(c1cccs1)N1CCN(c2ccc(F)cc2)CC1 (configuration not stated)
12: CCOC(=O)CCC(=O)NCc1ccc2[nH]c(C)cc2c1
13: Cc1c(C)n(Cc2ccc(F)cc2)c2ccc(C(=O)N3CCN(c4ccccn4)CC3)cc12
14: O=C(NNCc1ccc(O)cc1)c1ccccc1Cl
15: Cc1ccc(S(=O)(=O)N2CCCCC2)cc1NC(=O)CSc1ccc2c(c1)OCCO2
16: Nc1ccc(C2(c3ccc(N)cc3)C(=O)Nc3ccccc32)cc1
assay / entry,9,10,11,12,13,14,15,16
LYPLA2 counter,5,2,2,-4,-15,-6,5,2
PAD4 FP inh,-2,1,-4,1,-100,2,-1,1
LYPLA1 inh,3,2,3,0,-10,-2,0,2
PAFAH1B3 FP inh,2,·,5,6,-26,5,4,-6
pPAFAH FP inh,3,0,1,1,-24,5,5,-1
GSTO1 counter,0,0,-2,9,-1,5,-3,-3
PAFAH2 inh,13,·,3,-1,-31,-2,9,7
PAFAH1B2 inh,6,·,2,1,-22,-2,9,-2
PME-1 inh,6,0,0,0,-26,-3,10,-5

17: O=C(N/N=C/c1c[nH]c2ccccc12)C1CC1c1ccccc1 (configuration not stated)
18: CCOC(=O)c1c(NC(NC(C)=O)C(Cl)(Cl)Cl)sc(C(C)=O)c1C (configuration not stated)
19: CCC(C)(C)n1nnnc1C(c1ccccc1OC)N1CCN(C(=O)c2ccco2)CC1 (configuration not stated)
20: NC(=O)c1cccnc1Nc1cccc(F)c1
21: CCOc1ccc(CCNC(=O)CS(=O)(=O)Cc2nc(-c3cccc(OC)c3)oc2C)cc1
22: CC(NS(=O)(=O)c1ccc(CCC(=O)NCc2cccnc2)cc1)c1ccccc1 (configuration not stated)
23: CC(=O)N(CCCN1CCOCC1)Cc1ccncc1
24: Fc1ccc(NC(=S)NN=C2CCCCCC2)cc1
assay / entry,17,18,19,20,21,22,23,24
LYPLA2 counter,0,-1,8,9,0,1,-3,-1
PAD4 FP inh,0,-1,1,1,-1,-3,-1,-1
LYPLA1 inh,-2,-5,0,-3,3,1,-1,3
PAFAH1B3 FP inh,3,6,10,1,-4,8,3,4
pPAFAH FP inh,9,-1,2,3,2,11,-1,-1
GSTO1 counter,-3,0,3,1,2,0,0,-5
PAFAH2 inh,-5,2,2,4,5,8,-5,-1
PAFAH1B2 inh,2,1,-1,-7,-1,10,7,4
PME-1 inh,10,-2,2,5,-5,-1,-1,-3

25: CC(C)OC(=O)NC(C)(C)COC(=O)Nc1cccc(Cl)c1
26: CCc1c(C)sc(NC(=O)c2ccoc2C)c1C(N)=O
27: CN(C)C(=O)CCc1nc2sc3c(c2c(=O)[nH]1)CCCC3
28: CCN(CC)C(=O)C12CC3CC(CC(Br)(C3)C1)C2
29: CCOC(=O)Cn1nnc(-c2cccc(OC)c2)n1
30: Cc1ccc(C)c2[nH]c(=O)c(CCNC(=O)c3ccc(S(=O)(=O)N4CCOCC4)cc3)cc12
31: Cn1c(Cn2nnc3ccccc32)nnc1SCC(=O)c1ccccc1F
32: COc1ccc(Oc2ncnc3c2ncn3Cc2ccccc2)cc1
assay / entry,25,26,27,28,29,30,31,32
LYPLA2 counter,-8,2,-1,-7,4,6,-5,3
PAD4 FP inh,-1,0,1,-3,2,-2,5,-10
LYPLA1 inh,-11,-2,-2,-2,-2,3,-1,0
PAFAH1B3 FP inh,4,2,-2,1,1,12,8,-4
pPAFAH FP inh,-10,4,2,3,0,3,-2,3
GSTO1 counter,2,0,-2,2,-6,-3,2,2
PAFAH2 inh,-1,6,3,-5,-3,-6,0,2
PAFAH1B2 inh,-2,2,2,3,-7,17,5,3
PME-1 inh,-7,-2,1,3,1,1,2,-3

33: COc1ccc(-c2nc3ccccc3c(=O)n2CCOc2c(C)cccc2C)cc1
34: Cc1ccc(/C(O)=C2\C(=O)C(=O)N(C)C2c2cccc([N+](=O)[O-])c2)cc1 (configuration not stated)
35: C/C(=N\Nc1nc(C)cc(=O)[nH]1)C1CC1
36: COC(=O)C(NC(=O)C(NC(=O)C1CCC(C)CC1)C(C)C)C(C)C (configuration not stated)
37: Cc1c(Br)c([N+](=O)[O-])nn1CC(=O)NCc1ccccc1
38: Cc1ccc(Oc2ncccc2/C=N/OCc2ccc(Cl)c(Cl)c2)cc1
39: CC(C)(C)C1CCC(C(=O)NCC(c2cccs2)N2CCOCC2)CC1 (configuration not stated)
40: CCCCC(=O)Nc1ccnc(-c2cccnc2)n1
assay / entry,33,34,35,36,37,38,39,40
LYPLA2 counter,-2,1,-8,2,1,-3,1,-1
PAD4 FP inh,-3,0,-6,0,-5,-1,0,4
LYPLA1 inh,-3,2,-4,-2,0,-1,-4,-1
PAFAH1B3 FP inh,-4,-2,5,0,6,5,-5,1
pPAFAH FP inh,5,7,-7,1,0,0,2,2
GSTO1 counter,4,-3,6,-13,8,-4,-1,0
PAFAH2 inh,-3,0,3,2,4,9,5,-6
PAFAH1B2 inh,-7,5,0,-1,4,1,10,-2
PME-1 inh,10,9,-2,-1,0,-3,2,0

41: CCOc1ccccc1NC(=O)CSc1nnnn1C1CCCC1
42: COC(=O)c1ccc(/C=C/c2ccc3cccc(OC(C)=O)c3n2)cc1
43: COc1cc(N=c2ssnc2Cl)cc(OC)c1
44: COc1cc(OC)c(C2N(c3cc(C)on3)C(=O)C3CCCN32)cc1OC (configuration not stated)
45: Cc1c(CCC(=O)O)c(=O)oc2cc(OCc3ccccc3F)ccc12
46: COc1cc(OC)cc(C(=O)N2CCN(C(=O)c3cccs3)CC2)c1
47: CCOc1ccccc1NC=C1C(=O)OC(C)(C)OC1=O
48: CCOc1ccccc1Cn1c(=O)oc2ccc(C)cc21
49: COc1cccc(OC)c1C(=O)Nc1cccc(-c2ccc(N3CCOCC3)nn2)c1
50: C/C(=N\NC(=O)CC(C)C)c1ccc(Cl)c(Cl)c1
51: CCN(CC)CCCNc1cc(C(F)(F)F)c(C#N)c2nc3ccccc3n12
assay / entry,41,42,43,44,45,46,47,48,49,50,51
LYPLA2 counter,13,-1,0,-1,4,7,-3,-2,-10,0,1
PAD4 FP inh,4,-7,12,-1,-1,4,1,-3,-1,-3,0
LYPLA1 inh,6,-7,-1,-3,-1,2,-1,0,-3,-2,-1
PAFAH1B3 FP inh,2,11,6,-6,0,11,7,3,-1,0,6
pPAFAH FP inh,0,-5,4,7,16,-8,2,4,-7,-3,3
GSTO1 counter,13,1,-15,3,7,8,5,-6,1,4,-9
PAFAH2 inh,9,-7,-4,-4,1,0,-4,8,-7,-1,-5
PAFAH1B2 inh,-1,3,-2,1,15,-4,2,2,-5,4,8
PME-1 inh,-4,-3,-2,3,-7,-4,1,-2,-8,-6,1

An excerpt from above in order of SMILES length, largest number first:
49: COc1cccc(OC)c1C(=O)Nc1cccc(-c2ccc(N3CCOCC3)nn2)c1
44: COc1cc(OC)c(C2N(c3cc(C)on3)C(=O)C3CCCN32)cc1OC (configuration not stated)
45: Cc1c(CCC(=O)O)c(=O)oc2cc(OCc3ccccc3F)ccc12
50: C/C(=N\NC(=O)CC(C)C)c1ccc(Cl)c(Cl)c1
47: CCOc1ccccc1NC=C1C(=O)OC(C)(C)OC1=O
41: CCOc1ccccc1NC(=O)CSc1nnnn1C1CCCC1
48: CCOc1ccccc1Cn1c(=O)oc2ccc(C)cc21
40: CCCCC(=O)Nc1ccnc(-c2cccnc2)n1
43: COc1cc(N=c2ssnc2Cl)cc(OC)c1
assay / entry,49,44,45,50,47,41,48,40,43
LYPLA2 counter,-10,-1,4,0,-3,13,-2,-1,0
PAD4 FP inh,-1,-1,-1,-3,1,4,-3,4,12
LYPLA1 inh,-3,-3,-1,-2,-1,6,0,-1,-1
PAFAH1B3 FP inh,-1,-6,0,0,7,2,3,1,6
pPAFAH FP inh,-7,7,16,-3,2,0,4,2,4
GSTO1 counter,1,3,7,4,5,13,-6,0,-15
PAFAH2 inh,-7,-4,1,-1,-4,9,8,-6,-4
PAFAH1B2 inh,-5,1,15,4,2,-1,2,-2,-2
PME-1 inh,-8,3,-7,-6,1,-4,-2,0,-2

Screening results as filed in PubChem.
